# RAD54 branch = RAD54 (human) branch migration inhibition; AID 602329; Q92698; inhibition, % at 10.4 µM; 0.14% of 360,000 active; RAD54 Holliday junction branch migration, FAM/BHQ fluorescence;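 active = mean normalized replicate activity at least 40 and at least half of replicates scoring 40 or more; inconclusive = only one of the two criteria met; inactive = mean below 40 and under half of replicates reaching 40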;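 also: 0% = median of neutral control wells and 100% = median of positive control wells; inhibitors cause a drop in the FAM fluorescence signal; in these data hits start at about 50%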
# E-selectin induc = E-selectin induction on HUVECs; AID 686992; activation, % at 7.58 µM; 0.37% of 260,000 active; HUVEC E-selectin immunofluorescence imaging; normalized: neutral wells 0, TNF-alpha wells 100; P16581;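 active = mean E-selectin-positive cell signal at least 10% of the positive control, reached in at least 60% of replicates, without over 20% cell loss; inconclusive = no rule given, readout overlaps actives, possibly toxicity-flagged; inactive = the rest, including those meeting only one limit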;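 also: in these data hits start at about 27%; measured in HUVEC primary endothelial cells; signal is the percent of cells scored E-selectin positive by PE staining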
# Target sequence (P16581 whole entry, looked up): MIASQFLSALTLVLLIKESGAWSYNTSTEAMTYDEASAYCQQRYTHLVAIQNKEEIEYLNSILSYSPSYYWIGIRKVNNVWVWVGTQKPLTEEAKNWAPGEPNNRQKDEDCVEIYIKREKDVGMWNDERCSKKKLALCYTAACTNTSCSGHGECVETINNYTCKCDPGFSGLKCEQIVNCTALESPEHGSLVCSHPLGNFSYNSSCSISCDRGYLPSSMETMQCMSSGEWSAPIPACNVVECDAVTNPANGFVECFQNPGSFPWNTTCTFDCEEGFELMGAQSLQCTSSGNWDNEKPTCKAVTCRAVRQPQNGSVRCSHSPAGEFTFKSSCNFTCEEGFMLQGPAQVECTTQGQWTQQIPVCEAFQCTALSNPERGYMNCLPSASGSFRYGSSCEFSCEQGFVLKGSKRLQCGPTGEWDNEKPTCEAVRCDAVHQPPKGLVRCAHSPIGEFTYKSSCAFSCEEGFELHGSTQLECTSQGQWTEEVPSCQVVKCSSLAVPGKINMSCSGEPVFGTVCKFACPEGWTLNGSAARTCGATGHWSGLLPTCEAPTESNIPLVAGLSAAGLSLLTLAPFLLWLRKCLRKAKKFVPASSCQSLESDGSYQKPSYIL
#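 assay system = HUVEC, human umbilical vein endothelial cells | input = 3,000 HUVEC seeded per well | medium = EGM-2 growth medium on 0.1% gelatin-coated wells | dosing = one compound dose added by pin transfer | signal = immunofluorescence imaging | read-out basis = % PE-positive cells | control set = TNF-alpha, DMSO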
# DENV2 CPE rescue = inhibitors of DENV2 cytopathic effect; DENV2-infected cells, cytopathic effect rescue, plate reader; CPE inhibition, % at 9.99 µM; 1.7% of 350,000 active; in the data active = CPE inhibition above about 20%, passing the limit was not always enough; inconclusive = no clear call, values can overlap the other calls; tested in BHK-21 cells;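 also: 0% = median of neutral control wells and 100% = median of positive control wells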
# CFTR F508del cor = CFTR F508del correction in bronchial cells | 0.36% of 350,000 active | CFBE cells, YFP halide quenching; stimulated with forskolin plus potentiator P3; % fluorescence drop versus neutral controls | activity (quench increase), % at 7.58 µM | AID 720511;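 active = mean added fluorescence quench of at least 8% versus neutral control, with both replicates also reaching 8%; inconclusive = only one of the mean or replicate conditions met; inactive = mean below 8% and not both replicates reaching 8%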;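 also: cells transiently co-express mutant CFTR-F508del with the halide-sensitive YFP; corrector assay measuring rescue of mutant channel to the surface after 24 h compound exposure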
# XiGFP reactiv = X-chromosome reactivation activator | activation, % at 7.58 µM | XiGFP mouse fibroblasts, % GFP-positive cells imaging, 3 d; cells co-treated with 5-aza-dC sensitizer; scaled so ellipticine positive control = 100% | 0.055% of 360,000 active;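 active = mean normalized replicate activation at least 10% and every replicate at or above 10%; inconclusive = only one of the two criteria met; inactive = mean below 10% and not all replicates reach 10%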;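 also: 0% = median of on-plate neutral control wells and 100% = ellipticine 6 µM median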
#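 Material: XiGFP fibroblasts, SV40-immortalized; Buffer or medium: DMEM containing 5-aza-dC; Compound dosing: single point; Times: 3 days compound exposure.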
# CASP6 VEID inh = inhibitors of human caspase-6; P55212; purified caspase-6, Z-VEID-R110 cleavage fluorescence; inhibition, % at 12.5 µM; 0.53% of 350,000 active;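 active = mean inhibition across replicates at least about 35%, with every replicate also reaching that limit, limit read from the data; inconclusive = only one of the two criteria met; inactive = neither criterion met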;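 also: 0% = median of neutral control wells and 100% = no fluorescence left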
# RAD52 inh = RAD52 (human) annealing inhibition; P43351; recombinant RAD52 DNA annealing, FRET fluorescence; inhibition, % at 18.7 µM; 0.46% of 360,000 active;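 active = every replicate showing at least 50% inhibition; inconclusive = mean inhibition at least 50% but not in every replicate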
# Target sequence (P43351 whole entry, looked up): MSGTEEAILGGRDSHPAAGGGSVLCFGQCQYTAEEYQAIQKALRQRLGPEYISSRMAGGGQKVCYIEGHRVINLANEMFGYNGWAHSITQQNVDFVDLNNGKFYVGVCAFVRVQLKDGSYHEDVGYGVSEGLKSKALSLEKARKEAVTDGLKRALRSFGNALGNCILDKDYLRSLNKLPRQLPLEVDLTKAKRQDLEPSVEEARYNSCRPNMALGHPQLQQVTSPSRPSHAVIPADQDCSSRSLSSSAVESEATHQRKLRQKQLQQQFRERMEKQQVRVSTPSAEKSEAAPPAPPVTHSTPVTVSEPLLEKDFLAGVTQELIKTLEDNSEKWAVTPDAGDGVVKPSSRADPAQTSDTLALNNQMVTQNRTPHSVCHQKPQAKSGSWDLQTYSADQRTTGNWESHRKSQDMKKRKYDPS
# INS-1E GSIS act = primary screen for activators of insulin secretion dependent on glucose, INS-1E cells, GLuc reporter luminescence | activation, % at 16.6 µM | 0.61% of 370,000 active | INS-1E GLuc reporter insulin secretion, 2-3 h;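 active = lowest replicate activation of at least 40%, so every replicate reaches that level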;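 also: 0% = median of neutral control wells and 100% = median of IBMX positive control wells; some compounds called inactive have numbers as strong as hits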
# An asterisk follows results filed as active; u = inconclusive; x = not tested or not shown; & = joins results of further samples.
SMILES,RAD54 branch,E-selectin induc,DENV2 CPE rescue,CFTR F508del cor,XiGFP reactiv,CASP6 VEID inh,RAD52 inh,INS-1E GSIS act
Cc1noc(C)c1S(=O)(=O)Nc1cccc2c1O[C@@H](CN(C)C(=O)NC1CCCCC1)[C@@H](C)CN([C@H](C)CO)C2=O,-5,x,-5,-0.2,-1.0,-2,-32,-5
Cc1cccc(OS(=O)(=O)NC(=O)OCC2CCCN3CCCCC23)c1 (stereo not given),1,3.3,-11,0.7,0.0,-1,-7,28
COc1cc(CN2C[C@@H](CO)O[C@@H](n3cnc4c(NC(C)C)ncnc43)C2)cc(OC)c1OC,-7,0.1,-3,-0.5,0.1,1,8,x
Cc1ccc(C(=O)NNC(=O)C2CC2)cc1Br,-4,0.0,1,-1.7,0.1,-2,-15,5
O=C(N/N=C/c1cccnc1)C(O)c1ccccc1 (stereo not given),0,x,8,-3.7,0.1,-2,-13,12
CCC(=O)N(C)C[C@H]1Oc2cc(-c3ccc(C)cc3)ccc2S(=O)(=O)N([C@@H](C)CO)C[C@H]1C,-5,0.9,-13,-1.7,-1.0,1,-4,12
C[C@H]1CN([C@@H](C)CO)C(=O)Cc2cc(NS(=O)(=O)c3cn(C)cn3)ccc2O[C@H]1CN(C)C(=O)Nc1ccccc1,-2,0.2,-4,-0.4,-0.1,-1,-9,-15
Cc1ccc(/C(N)=N/OC(=O)c2ccc(C)cc2Cl)cc1,-10,x,5,x,0.2,3,-10,3
Cc1cc(/C=N/NC(N)=O)c(C)c(CO)c1,-7,x,4,-0.1,x,1,-2,9
CCOc1ccc(C(=O)Nc2ccc(CN3CCOCC3)cc2)cc1Br,0,x,37*,-0.3,0.0,-1,-4,15
COc1ccc(NC(=O)Nc2ccc3c(c2)C(=O)N([C@H](C)CO)C[C@@H](C)[C@H](CN(C)S(=O)(=O)c2ccc(C)cc2)OCCCC[C@@H](C)O3)cc1,-1,4.2,-5,-2.0,-0.9,0,8,1
O=C(COc1ccc(-n2cnnn2)cc1)Nc1cc(Cl)cc(Cl)c1,4,0.2,2,0.8,0.0,-3,1,7
Oc1ccc2ccccc2c1N=Nc1nccs1,-9,0.0,-3,14*,0.2,32,-33,-8
CCC(=O)N1CC2(C1)[C@H](c1ccc(-c3ccccc3C)cc1)[C@H](CO)N2C(=O)CC,x,0.0,-11,2.2,0.2,6,-38,-7
COc1cc(NC(=S)NC(=O)c2ccc(C(C)(C)C)cc2)ccc1NC(=O)c1cccs1,x,0.2,x,4.5,0.3,-3,-27,2
CC1CC(C)CN(CCOc2ccc(Br)cc2)C1 (stereo not given),x,-0.1,7,x,0.2,0,-5,7
CCC(c1nnnn1-c1ccc2c(c1)OCCO2)N1CCN(c2ccc(C(F)(F)F)cc2[N+](=O)[O-])CC1 (stereo not given),x,-0.5,-1,2.7,0.8,4,-7,-10
CC(NC(=O)C1CC1)C(c1cccs1)N1CCN(c2ccccc2)CC1 (stereo not given),10,0.4,-1,-0.8,-0.1,0,-13,-6
C[C@@H]1CN([C@@H](C)CO)C(=O)c2cc(C3=CCCCC3)cnc2O[C@H]1CN(C)C(=O)Cc1ccncc1,-16,0.1,2,-0.2,0.0,-1,-11,-6
COc1ccc(OCCCC(=O)N(CCC2=CCCCC2)c2c(N)n(Cc3ccccc3)c(=O)[nH]c2=O)cc1,x,-2.4,-3,2.1,0.3,-1,-8,-1
COc1ccc(/C=C2\SC(=O)N(CCC(=O)N3CCN(C)CC3)C2=O)cc1,4,x,u,0.1,0.1,-3,-12,-5
COc1cc(OC)cc(-c2nnc(SCc3ccc(C(=O)O)cc3)o2)c1,-9,0.1,-6,2.3,0.0,0,-13,2
O=C(NC(Cc1ccccc1)C(=O)N1CCc2ccccc2C1)c1ccccc1 (stereo not given),2,x,0,2.7,0.3,0,-18,0
CC(=O)c1ccc(N=Nc2ccc(N(C)C)cc2)cc1,-2,x,3,3.3,0.0,0,7,11
CC1=C(C(=O)OC(C)C)C(c2cccnc2)n2ncnc2N1 (stereo not given),-11,x,-8,3.0,-0.1,-1,-7,18
# Additional structures.
SMILES,RAD54 branch,E-selectin induc,DENV2 CPE rescue,CFTR F508del cor,XiGFP reactiv,CASP6 VEID inh,RAD52 inh,INS-1E GSIS act
Nc1cc([N+](=O)[O-])ccc1N1C(=O)CCCC1=O,x,-0.1,-1,0.6,0.1,40*,-2,4
Cc1ccc(NC(=O)CSCC(=O)Nc2cc(S(=O)(=O)N3CCOCC3)ccc2OC(C)C)cc1,-4,-0.3,2,4.9,0.1,2,-8,0
Cc1ccc(S(=O)(=O)Nc2ccc(Cl)cc2)cc1NC(=O)c1cc2c(s1)CCCC2,1,-0.5,x,x,0.0,x,x,-34
CC(NC(=O)CNC(=O)C1CCCCC1)c1cccc(Cl)c1 (stereo not given),2,x,-6,-1.0,0.0,-87,-2,16
COc1ccccc1NC(=O)N(C)C[C@@H]1OCc2cn(nn2)CCCC(=O)N([C@H](C)CO)C[C@H]1C,-11&1,-0.1&0.1,2&-9,1.1&-0.4&-0.2,0.1&-0.3,3&-2,-18&3,3&2
Cc1cccc(-c2cccc(NC(=O)C3CCCN(C(=O)c4csc(C)n4)C3)c2)c1 (stereo not given),4,x,15,-0.2,0.0,6,3,-59
CC1(C(=O)NS(=O)(=O)C2CC2)CCCN(C(=O)c2ccccc2)C1 (stereo not given),-3,0.3,4,-3.7,0.2,x,-6,20
Cc1cccc(-n2c(CNC(=O)c3cccc([N+](=O)[O-])c3C)n[nH]c2=S)c1,-2,0.0,8,-1.6,0.3,1,3,7
COc1cc2c(cc1OC)C(=S)NC1(CCCC1)C2,9,u,-9,3.6,0.0,0,-16,17
Cc1ccc(N2C(=O)CC(NNC(=O)c3cccc(S(=O)(=O)N4CCCC4)c3)C2=O)cc1 (stereo not given),-3,-1.0,u,2.3,-0.1,-1,-10,x
O=C(CSc1nc2ccc(NC(=O)c3ccccc3C(=O)O)cc2s1)Nc1ccc(F)c([N+](=O)[O-])c1,9,0.3,-4,-1.2,0.0,-2,-24,16
CO[C@@H]1CN(C)C(=O)c2cc(NC(=O)Nc3cccc(Cl)c3)ccc2OC[C@@H](C)N(C)C[C@@H]1C,6,0.1,12,-1.1,0.4,1,28,-6
Cc1ccccc1OCC(=O)Nc1nnc(C2CC2)s1,-1,-1.0,1,1.3,0.0,-2,-2,8
CN(CCc1ccccn1)C(=O)CC1C(=O)NCCN1Cc1ccc(-c2ccccc2)cc1 (stereo not given),x,0.1,1,-2.6,0.0,-4,-7,x
COC(C(=O)Nc1ccnn1C1CCN(Cc2cnn(C)c2)CC1)c1ccccc1 (stereo not given),5,x,10,1.9,0.0,-7,-7,14
C[C@@H]1CN([C@H](C)CO)C(=O)c2cc(NC(=O)C3CC3)ccc2O[C@@H]1CN(C)Cc1ccc(Cl)c(Cl)c1,12,0.2,-5,-0.8,0.4,-1,3,-29
COC(=O)c1cc(S(=O)(=O)N2c3ccccc3CC2C)c[nH]1 (stereo not given),6,x,-4,-3.0,0.0,2,1,-11
CCC(=O)Nc1ccc2c(c1)C(=O)N(C)C[C@@H](OC)[C@@H](C)CN(CC1CCOCC1)[C@@H](C)CO2,12,0.7,x,4.0,-0.1,x,x,-3
CCOC(=O)c1sc(=S)n(-c2ccc(C)cc2)c1N,11,9.6,-11,-1.8,0.2,0,-24,-4
CCN(CC)S(=O)(=O)c1ccc(N2CCOCC2)c(NS(=O)(=O)c2cc(C(C)(C)C)ccc2C)c1,-1,x,-6,x,-0.1,0,5,-8
C/C=C/c1cnc2c(c1)C(=O)N([C@@H](C)CO)C[C@H](C)[C@@H](CN(C)C(=O)Cc1ccccc1)O2,2,0.0,13,-4.1,0.4,-1,9,-10
O=C(c1cnccn1)N1CC(=O)N2[C@H](CO)[C@@H](c3ccc(-c4cccc(F)c4)cc3)[C@H]2C1,x,0.8,-5,0.6,0.0,3,6,-10
COc1ccc(C)cc1NC(=O)C(OC(=O)Cn1cnc2c1c(=O)n(C)c(=O)n2C)c1ccccc1 (stereo not given),x,x,4,-1.1,0.0,3,-7,6
Cc1ccc(S(=O)(=O)N2CCOCC2)cc1NC(=O)COC(=O)c1cnc(Cl)c(Cl)c1,5,-0.3,-6,-0.4,0.4,2,-7,-7
Nc1nc(Nc2ccc(Cl)cc2)nc(NCCO)c1[N+](=O)[O-],1,0.2,8,-6.5,0.3,-1,-14,0
# (continued)
SMILES,RAD54 branch,E-selectin induc,DENV2 CPE rescue,CFTR F508del cor,XiGFP reactiv,CASP6 VEID inh,RAD52 inh,INS-1E GSIS act
COc1ccc(N2CCN(CCOc3ccc4c(C)cc(=O)oc4c3)CC2)cc1,-3,3.7,-3,x,0.0,0,-14,x
C[C@@H](NC(=O)N(C)C[C@@H]1OCc2ccccc2-c2c(n(C)c3ccccc23)C(=O)N([C@@H](C)CO)C[C@@H]1C)c1ccccc1,2,-0.7,2,-0.1,-0.8,1,15,-5
CCCCc1cc(=O)oc2cc(C)cc(OCC(=O)N3C[C@H]4C[C@@H](C3)c3cccc(=O)n3C4)c12,1,x,14,0.6,x,-5,-3,1
O=C(CCCCl)NC(=S)Nc1cc(C(F)(F)F)ccc1N1CCOCC1,x,0.2,-1,-3.9,0.1,-5,3,-23
CCn1c(Cc2ccccc2)nnc1SCC(=O)Nc1ccccc1O,-4,x,-9,-1.2,0.0,-3,-3,7
COc1cc(C2NC(=O)NC(c3ccccc3)=C2C(C)=O)c(Br)cc1OCC(N)=O (stereo not given),-10,0.0,-1,-1.1,0.0,2,-161,-2
Cc1onc(-c2ccccc2Cl)c1C(=O)Nc1sc2c(c1C#N)CCC2,-7,x,x,x,x,7,-56,3
COc1ccc(NC(=O)c2cc(-c3ccc(C)cc3)on2)cc1OC,-10,x,3,1.6,0.0,1,-13,-5
O=C(Oc1ccc(OC(=O)c2ccncc2)cc1)c1ccncc1,-26,0.2,7,-3.1,-0.1,5,-3,12
C[C@H](CO)N1C[C@H](C)[C@@H](CN(C)Cc2ccncc2)Oc2ccc(NC(=O)C3CCCCC3)cc2C1=O,-3,-0.8,-11,2.0,0.0,1,8,13
Cc1ccc(-c2nc3ncccc3o2)cc1N,-3,-0.1,1,-1.9,0.1,0,-37,26
Cc1cc(C)c(NC(=O)CN(C)C(=O)CCN2C(=O)C3CCCCC3C2=O)c(C)c1 (stereo not given),2,x,14,1.7,0.2,0,-38,-3
Cc1cc(Cc2ccc([N+](=O)[O-])cc2)c(C)cn1,-5,x,-1,2.7,0.0,-1,-5,14
Cc1nn(C(C)(C)C)c(OC(=O)CC(C)C)c1S(=O)(=O)c1ccccc1,0,x,-2,-3.2,0.0,0,-2,-10

# An excerpt from above in order of molecular weight, descending.
SMILES,RAD54 branch,E-selectin induc,DENV2 CPE rescue,CFTR F508del cor,XiGFP reactiv,CASP6 VEID inh,RAD52 inh,INS-1E GSIS act
C[C@H](CO)N1C[C@H](C)[C@@H](CN(C)Cc2ccncc2)Oc2ccc(NC(=O)C3CCCCC3)cc2C1=O,-3,-0.8,-11,2.0,0.0,1,8,13
CCCCc1cc(=O)oc2cc(C)cc(OCC(=O)N3C[C@H]4C[C@@H](C3)c3cccc(=O)n3C4)c12,1,x,14,0.6,x,-5,-3,1
COc1ccc(NC(=O)c2cc(-c3ccc(C)cc3)on2)cc1OC,-10,x,3,1.6,0.0,1,-13,-5

# Bioassay records deposited in PubChem BioAssay by Broad Institute.

# Compounds were not picked by outcome; 3.7% or so of the library scored in one or more.
